FUS yeast rescue: qHTS for Suppressors of FUS Proteinopathy: Primary screen using FUS-linked yeast assay | AID 1347120, 2019 | Potency, µM (doses to about 76.6 µM), for inactives: top-dose growth rescue (activation), hits mostly activators | 390,000 compounds, 0.24% hits | S. cerevisiae FUS-expressing, growth rescue, OD600, 24 h;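 further: potency means the concentration at half of the fitted maximal effect; plate controls were DMSO vehicle for no effect and reference control for full effect; nearly all actives have a fitted effect of over 55% in size; some results filed as inactive show a strong effect at the top dose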
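Cultures pregrown in 2.5% raffinose medium are shifted to minimal medium containing 2% galactose to express toxic FUS. Compounds are tested at several concentrations. After 24hr at 30C, growth is quantified at 600 nm absorbance.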
IL-2 act: qHTS of IL-2 Activators | IL-2 activation reporter assay, cell-based qHTS; stimulated with anti-CD3/CD4/CD28 beads; in transgenic mouse T cells | activation, % (series mostly up to about 46 µM) | 360,000 compounds, 0.065% hits | AID 652025, 2013; in the data active means activation above about 50%; inconclusive means mostly about 30% to 49%; further: 0% is about no effect
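First, unstimulated transgenic mouse T cells were exposed to compound for 60 min. Next, anti-CD3/anti-CD4-coated beads with anti-CD28 were added. Finally, after 18 h at 37 degrees C, EGFP and DsRed were imaged.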
EPAC1 antagonist: qHTS for Antagonist of cAMP-regulated guanine nucleotide exchange factor 3 (EPAC1): primary screen; 360,000 compounds, 0.14% hits; EPAC1 GEF assay, Rap1b-BODIPY-GDP exchange fluorescence; Rap guanine nucleotide exchange factor 3 (Homo sapiens), O95398; Potency, µM (series often up to 115 µM), for the others: at the top dose activity change, negative = inhibition, most hits filed as inhibitors; AID 720709, 2013;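 further: potency means the concentration at half of the fitted maximal effect; plate controls were vehicle for no effect and positive control for full effect; nearly all actives have a fitted effect of over 50% in size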
aSyn yeast inh: qHTS of alpha-syn Inhibitors; Yeast expressing alpha-synuclein, growth rescue, BacTiter-Glo, 24 h; Potency, µM (series often up to 46.1 µM), without a hit: at the highest dose growth rescue (activation), usual class: activators; 370,000 compounds, 0.14% hits; further: potency means the concentration at half of the fitted maximal effect; % of control where 0% means no effect; nearly all actives have a fitted effect of over 65% in size
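Readout is rescue of growth in alpha-synuclein-expressing yeast, so inhibitors of toxicity appear as activators. Growth after 24 hr at 30 deg C in galactose medium is quantified by luminescence.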
PLK1 PBD block: qHTS for Inhibitors of PLK1-PDB (polo-like kinase 1 - polo-box domain): Primary Screen; Plk1 PBD binding of FITC phosphopeptide, fluorescence polarization; AID 720504, 2013; 360,000 compounds, 2.8% hits; Serine/threonine-protein kinase PLK1 (Homo sapiens), P53350; Potency, µM, for the others: max response, negative = inhibition, usual class: inhibitors; further: potency means the concentration at half of the fitted maximal effect; series mostly up to about 57 µM; on the % scale 0 is the no-effect control and ±100 the full control effect; nearly all actives have a fitted effect of over 65% in size
WRN helicase inh: qHTS for Inhibitors of WRN Helicase. Potency, µM (highest dose often 114 µM), for the others: top-dose activity change, negative = inhibition, hits mostly inhibitors. 360,000 compounds, 0.46% hits. Bifunctional 3'-5' exonuclease/ATP-dependent helicase WRN (Homo sapiens), Q14191. WRN helicase unwinding, fluorescent forked duplex, kinetic; further: potency means the concentration at half of the fitted maximal effect; on the % scale 0 is the no-effect control and ±100 the full control effect; nearly all actives have a fitted effect of over 55% in size
Target sequence (Q14191 whole entry, looked up): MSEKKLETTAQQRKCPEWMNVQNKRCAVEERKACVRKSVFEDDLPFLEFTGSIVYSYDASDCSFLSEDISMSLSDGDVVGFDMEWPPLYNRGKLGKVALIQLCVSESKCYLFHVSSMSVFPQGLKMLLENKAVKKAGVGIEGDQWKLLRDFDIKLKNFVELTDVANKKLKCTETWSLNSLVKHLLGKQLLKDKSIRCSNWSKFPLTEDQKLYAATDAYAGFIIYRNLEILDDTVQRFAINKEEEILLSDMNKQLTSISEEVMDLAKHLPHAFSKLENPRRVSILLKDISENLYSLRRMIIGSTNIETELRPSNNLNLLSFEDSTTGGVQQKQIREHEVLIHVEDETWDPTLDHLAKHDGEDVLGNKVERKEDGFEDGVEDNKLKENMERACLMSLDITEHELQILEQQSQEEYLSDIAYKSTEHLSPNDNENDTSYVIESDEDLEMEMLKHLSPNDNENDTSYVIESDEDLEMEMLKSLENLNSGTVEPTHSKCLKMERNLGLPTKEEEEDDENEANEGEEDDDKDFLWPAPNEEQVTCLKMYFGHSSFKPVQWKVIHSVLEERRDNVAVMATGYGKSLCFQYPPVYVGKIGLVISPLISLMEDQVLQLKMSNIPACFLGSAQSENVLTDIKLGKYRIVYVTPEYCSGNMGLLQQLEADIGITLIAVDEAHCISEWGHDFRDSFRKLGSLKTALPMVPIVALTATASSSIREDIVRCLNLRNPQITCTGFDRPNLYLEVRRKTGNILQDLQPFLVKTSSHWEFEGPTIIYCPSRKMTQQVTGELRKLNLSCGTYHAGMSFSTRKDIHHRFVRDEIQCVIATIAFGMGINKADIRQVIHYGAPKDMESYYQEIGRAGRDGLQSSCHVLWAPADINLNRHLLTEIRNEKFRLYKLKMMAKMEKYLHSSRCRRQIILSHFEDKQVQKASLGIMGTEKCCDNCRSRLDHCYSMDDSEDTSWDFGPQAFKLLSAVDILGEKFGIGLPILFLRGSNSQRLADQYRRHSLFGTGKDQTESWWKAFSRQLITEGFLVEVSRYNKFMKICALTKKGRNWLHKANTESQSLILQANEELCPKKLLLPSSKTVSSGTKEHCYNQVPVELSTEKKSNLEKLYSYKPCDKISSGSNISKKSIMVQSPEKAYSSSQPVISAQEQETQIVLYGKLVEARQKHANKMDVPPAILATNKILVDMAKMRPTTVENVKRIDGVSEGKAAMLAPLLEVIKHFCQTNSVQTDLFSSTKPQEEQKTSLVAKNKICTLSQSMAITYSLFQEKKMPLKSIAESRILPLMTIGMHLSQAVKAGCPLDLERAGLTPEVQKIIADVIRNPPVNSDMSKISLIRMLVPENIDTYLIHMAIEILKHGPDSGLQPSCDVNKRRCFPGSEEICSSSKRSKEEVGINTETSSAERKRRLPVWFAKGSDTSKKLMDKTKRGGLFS
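Fluorescence dequenching readout, ex 525 nm/em 598 nm, kinetic mode: forked duplex DNA (100 nM final) with adjacent fluorophore and quencher unwound by WRN (20 nM final) with 2 mM ATP. Compound preincubation 15 min, room temperature.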
Abeta yeast res: qHTS for compounds that reverse cellular toxicity of Amyloid beta (A-beta) peptide in yeast: Primary Screen; yeast expressing A-beta42, growth rescue, OD600, 48 h; response scale: 0% DMSO, 100% iron-clioquinol control; 410,000 compounds, 0.063% hits; Potency, µM (titrated, usually from 46.1 µM), for the others: at the top dose growth rescue, hits mostly activators; further: potency means the concentration at half of the fitted maximal effect; nearly all actives have a fitted effect of over 55% in size
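Yeast growth medium received pinned compounds, then yeast cells expressing toxic A-beta were added; plates incubated at 30 C for 48 hr. Growth read as absorbance at 600 nm, normalized to DMSO and equimolar FeCl3 plus clioquinol controls.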
PI5P4K alpha inh: qHTS for Inhibitors of phosphatidylinositol 5-phosphate 4-kinase (PI5P4K) | PI5P4Kalpha enzyme, ADP-Glo luminescence, 60 min; hits give low values | max response, % | 330,000 compounds, 1.2% hits | AID 652105, 2013; active means max response of -50% or lower; inconclusive means between -30% and -50%; inactive means -30% or higher; further: value at the top dose of about 77 µM; on the % scale 0 is the no-effect control and ±100 the full control effect
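Quantitative HTS of the MLSMR library against PI5P4Kalpha with substrate. ATP added last at 5 microM final; room temperature, 60 minutes. Remaining ATP depleted, ADP converted and read as luminescence.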
EPAC1 agonist: qHTS for Agonist of cAMP-regulated guanine nucleotide exchange factor 3 (EPAC1): primary screen; Potency, µM (series often up to 154 µM), inactives show top-dose activation, actives largely listed as activators; EPAC1 agonist qHTS, biochemical assay; response scale: 100% = response to 6.5 mM cAMP; AID 720707, 2013; 360,000 compounds, 0.073% hits; further: potency means the concentration at half of the fitted maximal effect; nearly all actives have a fitted effect of over 60% in size
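Nucleotide exchange by EPAC1 (100 nM) on Rap1B–BODIPY-GDP (250 nM) in the presence of 50 uM GDP is tracked fluorescently at 480/540 nm over 30 min. Signals are normalized to a 6.5 mM cAMP control.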
* hit, by the source's call; ? = inconclusive; nt = no result given; & = joins results of further samples; [ ] = dose if it differs, or a comment. Unless noted, the call rests on the fitted dose curve; in most records, active means well fitted curve in the direction sought with a large enough effect; inconclusive means small, poorly fitted or top-dose-only effect, or another doubt; inactive means no such curve, though single readings can be large; an effect the other way counts as inactive or inconclusive. Random draw from the library; 4.1% or so of the library scored in one or more.

Start of the listing, in advance (3 entries):
SMILES	PLK1 PBD block	PI5P4K alpha inh	WRN helicase inh	EPAC1 antagonist	EPAC1 agonist	FUS yeast rescue	aSyn yeast inh	IL-2 act	Abeta yeast res
Cc1ccc2c(Cl)cc(Cl)c(OCC(=O)Nc3cccc(S(=O)(=O)N(C)C)c3)c2n1	0%	-3	-2%	7%	-1%	nt	?	-2.1	-4%
CCOc1ccccc1NC(=S)Nc1ncccc1C	-15%	-6	-4%	-7%	17%	nt	-11%	0.0	0%
CCOC(=O)CCNC(C(=O)OCC)c1ccccc1 (stereo not given)	-6%	-2	-5%	-4%	3%	-1%	-3%	-1.3	4%

The listing, repeating the preview:
SMILES	PLK1 PBD block	PI5P4K alpha inh	WRN helicase inh	EPAC1 antagonist	EPAC1 agonist	FUS yeast rescue	aSyn yeast inh	IL-2 act	Abeta yeast res
Cc1ccc2c(Cl)cc(Cl)c(OCC(=O)Nc3cccc(S(=O)(=O)N(C)C)c3)c2n1	0%	-3	-2%	7%	-1%	nt	?	-2.1	-4%
CCOc1ccccc1NC(=S)Nc1ncccc1C	-15%	-6	-4%	-7%	17%	nt	-11%	0.0	0%
CCOC(=O)CCNC(C(=O)OCC)c1ccccc1 (stereo not given)	-6%	-2	-5%	-4%	3%	-1%	-3%	-1.3	4%
Cn1ncc(Br)c1C(=O)N/N=C/c1cccc(OC2CSC2)c1	-5%	-7	-1%	-24%	-8%	nt	0%	-0.3	2%
Cc1nc2c(cnn2CCO)c(=O)[nH]1	-15%	1	9%	-7%	1%	2%	-4%	-0.5	3%
CCOc1ccc(N(Cc2ccccc2F)C2=NC3CS(=O)(=O)CC3S2)cc1 (stereo not given)	-11%	-5	2%	4%	-13%	0%	-2%	-3.6	4%
COC(=O)Cc1ccc(NC(=O)c2ccc3c(c2)C(=O)N(Cc2ccco2)C3=O)cc1	-4%	-4	-9%	-15%	30%	14%	-3%	-0.1	-3%
Cc1cc(=O)oc(C)c1C(=O)OCC(=O)c1ccc2ccccc2c1	-3%	0	-11%	-2%	0%	6%	-7%	2.3	-10%
CC1=CCC2COC(c3ccc[n+](Cc4ccccc4)c3)C1C2 (stereo not given)	-7%	-3	4%	0%	0%	nt	-8%	-3.5	-5%
COc1ccc2c(=O)cc(C(F)(F)C(F)(F)F)oc2c1	?	nt	-2%	3%	4%	-24%	0%	0.7	8%
Cc1c(CC(=O)O)c(=O)oc2cc3oc4c(c3cc12)CCCC4	-13%	-18	-15%	1%	11%	12%	-2%	-3.7	-16%
C/C(=N/O)c1ccc2c(c1)OCCOCCOc1cc(/C(C)=N/O)ccc1OCCOCCO2	-3%	-27	3%	0%	-1%	43%	1%	-0.3	19%
Cc1ccc(C)c(NC(=S)N2CCC(NC(=O)c3ccco3)CC2)c1	-3%	1	1%	10%	12%	-2%	3%	0.6	8%
COc1ccc(/C=N\NC(=O)CNC(=O)C2COc3ccccc3O2)cc1[N+](=O)[O-] (stereo not given)	5%	2	-6%	-24%	2%	-15%	3%	1.0	nt
CCCCC[C@H](C)N1C[C@H](COCc2ccccc2)Oc2cc(N3CCC[C@H]3C(N)=O)ccc2S1(=O)=O	-4%	24	-9%	-14%	-21%	?	0%	-0.6	-1%
COc1ccc(OC)c(C2=CC(=O)C[C@H](c3ccc4c(c3)OCO4)C2)c1	-5%	-1	-5%	-9%	5%	?	2%	-4.2	12%
O=C(Nc1cccc(Cl)c1)c1cnc[nH]1	-3%	-3	-9%	3%	-4%	-21%&7%	-1%	1.0	-9%&-1%
C=CCn1c(SCC(=O)N2CCN(C(=O)c3ccco3)CC2)nc2sc(CC)cc2c1=O	-16%	-9	2%	-20%	5%	31%	1%	-1.7	-15%
CC(C)CCn1c(=O)c2ccccc2n2c(CCC(=O)NC3CCN(Cc4ccccc4)CC3)nnc12	1%	3	7%	-14%	-9%	24%	0%	-2.4	9%
CCOC(=O)N1CCC2(CC1)CC(=O)c1cc(O)ccc1O2	0%	1	5%	6%	-1%	15%	3%	0.2	1%
c1ccc2oc(-c3csc(N4CCOCC4)n3)cc2c1	-18%	3	-5%	-10%	2%	-7%	-1%	1.7	22%
COc1ccc(CNC2CCCCC2C)c(OC)c1 (stereo not given)	-2%	nt	2%	15%	-2%	13%	-15%	0.3	11%
COc1ccc(CCNC(=O)COc2cccc3c2OC(C)(C)C3)cc1OC	-3%	2	-26%	-11%	-7%	11%	12%	-0.6	12%
CCCCC(=O)N1CC(=O)Nc2ccc(F)cc2C1c1ccccc1 (stereo not given)	-19%	1	8%	6%	11%	-6%	1%	0.3	29%
O=C1OC(c2ccc(F)cc2)=N/C1=C\c1ccc(Br)o1	-14%	1	-9%	10%	14%	-6%	-3%	1.3	-9%
CN(Cc1ccccc1)C(=O)C1CCN(S(=O)(=O)c2ccc3nc4c(c(C(=O)O)c3c2)CCCC4)CC1	?	-19	-15%[11.6 µM]	-29%	9%	25%&43%	2%	1.3	1%
COCCN(C(=S)Nc1cccc(OC)c1)C(C)c1cccs1 (stereo not given)	-9%	-5	-2%	-2%	23%	-14%	4%	0.3	2%
COc1ccc(NC(=O)C2CCCN(C(=O)Nc3ccc(F)cc3)C2)cc1OC (stereo not given)	-10%	0	3%	-11%	3%	26%	0%	0.5	10%
COc1c(F)c(F)c(C(=O)O)c(Nc2cccc(C)c2)c1F	-15%	-2	-1%	-6%	9%	8%	3%	-0.6	8%
C=CCOc1ccc(C(=O)Nc2ccc3c(c2)n(C)c(=O)n3C)cc1	-14%	-5	?	-4%	2%	16%	12%	-0.2	-3%
Cc1nonc1CN(C)C(=O)c1ccc(OC2CCN(C(=O)c3cccnc3)CC2)cc1	1%	2	3%	14%	-7%	0%	-1%	0.7	-6%
COCCCNC(=O)c1cc2cc(Br)ccc2oc1=O	-7%	-17	4%	-18%	1%	9%	-9%	-3.2	-12%
CC1CCN(S(=O)(=O)c2ccc3c(c2)C(Cl)(Cl)C(=O)N3)CC1	?	?	-14%[11.6 µM]	-25%	-9%	6%	-5%	-0.8	0%
Cn1c(CNC(=O)CNC(=O)c2ccccc2F)cc(=O)n(C)c1=O	-7%	2	-4%	-15%	-10%	3%	0%	-1.1	-3%
COc1cc(CNC(C)c2ccccc2)cc(Br)c1OCc1ccc(F)cc1 (stereo not given)	-3%	25	-1%	-14%	5%	13%	-13%	-5.5	2%
COc1cc(C=O)ccc1Oc1nnnn1-c1ccc(C(N)=O)cc1	-7%	nt	-6%	-15%	12%	1%	3%	-3.2	-2%
CCOC(=O)C1CCN(C(=O)C2CCN(S(=O)(=O)CC)CC2)CC1	0%	nt	-3%	2%	-8%	1%	2%	13	20%
CC(C)n1c(SCC(=O)Nc2nncs2)nnc1-c1ccco1	0%	-74*	?	-7%	-2%	25%	-1%	0.3	5%
O=C(CNC(=O)N1CC(=O)Nc2ccccc21)NCc1cccc(Cl)c1	-1%	3	2%	22%	-3%	11%	14%	-3.3	6%
COc1ccc(S(=O)(=O)N2CCCC(C(=O)NCc3ccco3)C2)cc1OC (stereo not given)	-9%	-1	0%[57.1 µM]	-7%	-5%	8%	-4%	-0.9	-16%
CCOc1ccc(NC(=O)CSc2nnc(Cn3cnc4ccccc43)n2C)cc1	-4%	3	6%	2%	8%	-17%	10%	0.2	13%
Clc1ccc(-c2cn(-c3nc4ccccc4s3)nn2)cc1	1%	-2	0%	-9%	-3%	-7%	-1%	-0.2	-4%
Cc1ccc(C(=O)C2=C(O)C(=O)N(Cc3ccco3)C2c2cccc(Br)c2)o1 (stereo not given)	-18%	-14	-8%	-11%	3%	?	7%	-0.6	-13%
CC(C)c1ccc(NC(=O)C2CCCN(S(=O)(=O)c3cccnc3)C2)cc1 (stereo not given)	-1%	4	-11%	1%	-19%	10%	?	-1.9	-2%
Cc1cccc(C(O)c2ncc(-c3ccccc3Cl)[nH]2)c1C (stereo not given)	-8%	8	3%	-9%	4%	-9%	1%	-0.9	0%
COC(=O)c1cccc(CN2C(=O)C(C)Sc3ccc(C(C)=O)cc32)c1 (stereo not given)	8%	3	-1%	1%	-2%	?	16%	-0.1	-11%
O=C(CN(CCO)Cc1ccccc1)N1CCN(S(=O)(=O)c2ccccc2)CC1	-6%	-1	4%	2%	15%	-45%	-1%	-2.5	-9%
COCCSc1ccccc1C(=O)NCCCn1ccnc1	?	nt	-4%	11%	6%	-5%	-2%	-0.7	-8%

High-throughput results from PubChem BioAssay.
